# APJ agonist: APJ receptor agonism | P35414 | CHO-K1 APJ PathHunter beta-arrestin, luminescence; 0% DMSO wells, 100% apelin | activation, % at 20 µM | 330,000 tested, 0.11% active | AID 2520;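 active = activation more than six SD over the plate average, tested at 20 µM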;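 also: 0% = DMSO alone and 100% = apelin-13 at 10 nM; some results filed as inactive read as strong as hits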
# Target sequence (P35414 whole entry, looked up): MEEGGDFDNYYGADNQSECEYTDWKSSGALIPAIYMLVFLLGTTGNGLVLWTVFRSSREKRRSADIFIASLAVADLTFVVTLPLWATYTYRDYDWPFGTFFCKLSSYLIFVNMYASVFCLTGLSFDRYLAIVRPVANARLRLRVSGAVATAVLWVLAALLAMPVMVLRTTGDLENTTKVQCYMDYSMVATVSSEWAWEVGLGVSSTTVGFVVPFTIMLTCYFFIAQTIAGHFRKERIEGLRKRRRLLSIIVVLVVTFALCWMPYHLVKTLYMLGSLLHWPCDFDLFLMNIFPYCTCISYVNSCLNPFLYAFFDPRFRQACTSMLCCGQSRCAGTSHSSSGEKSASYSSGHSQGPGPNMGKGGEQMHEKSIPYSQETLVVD
#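 Assay system – PathHunter CHO-K1 APJ (AGTRL-1) beta-arrestin reporter cells · Compound – one dose, 20 µM compound, 1% DMSO · Timing – compound 90 min 25 °C, reagent 1 h · Measured by – luminescence from split beta-galactosidase complementation, Galacton Star/Emerald II substrate · Measure – beta-arrestin recruitment to APJ as agonist activity, luminescent signal · Benchmarks – DMSO vs Apelin-13 10 nM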
# ATG4B inhibitor: blocks human ATG4B protease cleavage of LC3 substrate; Q9Y4P1; ATG4B cleavage of LC3-PLA2, NBD-HPC fluorescence, 1 h; inhibition, % at 8.33 µM; 340,000 tested, 0.51% active; in the data active = inhibition above about 40%
# CCR6 antag: antagonists of human CCR6 receptor | P51684 | CHO-K1 CCR6 PathHunter beta-arrestin, luminescence, CCL20-stimulated | 340,000 tested, 0.49% active | inhibition, % at 20 µM;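 active = compounds whose inhibition of the agonist-driven luminescence signal at 20 µM reaches about 50%, limit read from the data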;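 also: cells stimulated with CCL20 at 14 nM final; plate controls were DMSO with CCL20 for no effect and DMSO without agonist for full effect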
# UBC13 inh: inhibitors of human UBC13 polyubiquitin chain formation; P61088; TR-FRET; inhibition, % at 20 µM; 330,000 tested, 0.47% active; AID 485273; in the data active = inhibition above about 45%, passing the limit was not always enough
# Target sequence (P61088 whole entry, looked up): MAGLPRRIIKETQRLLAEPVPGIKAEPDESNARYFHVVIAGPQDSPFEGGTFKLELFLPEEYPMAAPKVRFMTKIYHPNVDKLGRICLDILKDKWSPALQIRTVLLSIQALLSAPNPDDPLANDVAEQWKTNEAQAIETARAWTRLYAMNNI
# EBI2 antag: blocks human EBI2 receptor beta-arrestin signaling | P32249 | EBI2 beta-arrestin recruitment, luminescence, 7a,25-OHC stimulated | inhibition, % at 5 µM | 360,000 tested, 0.81% active | AID 651636; in the data active = inhibition above about 38%;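 also: enzyme fragment complementation signal reports receptor beta-arrestin coupling in cells; 0% = agonist plus DMSO wells and 100% = wells without agonist; some results beyond the cut were filed as inactive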
# Target sequence (P32249 whole entry, looked up, the tested form may be a part): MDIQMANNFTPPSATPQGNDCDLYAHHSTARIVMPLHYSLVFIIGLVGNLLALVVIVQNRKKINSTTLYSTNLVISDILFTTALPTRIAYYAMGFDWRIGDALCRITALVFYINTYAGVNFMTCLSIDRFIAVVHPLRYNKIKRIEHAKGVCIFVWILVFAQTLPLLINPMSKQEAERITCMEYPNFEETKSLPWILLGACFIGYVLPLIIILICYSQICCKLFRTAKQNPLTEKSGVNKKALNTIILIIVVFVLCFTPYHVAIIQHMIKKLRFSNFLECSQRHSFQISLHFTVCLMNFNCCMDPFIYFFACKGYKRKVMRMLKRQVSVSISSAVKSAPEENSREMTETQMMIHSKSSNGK
# Gli-Sufu block: Gli-Sufu pathway antagonism; AID 588413; 340,000 tested, 0.74% active; inhibition, % at 5 µM; Sufu-KO-LIGHT fibroblasts, Gli luciferase reporter luminescence;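 active = inhibition above about 55%, limit read from the data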;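 also: 0% = DMSO-treated cells and 100% = wells with medium but no cells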
# APJ antagonist: blocks the human apelin receptor APJ; P35414; CHO-K1 APJ beta-arrestin complementation, luminescence; inhibition, % at 20 µM; 330,000 tested, 0.32% active;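 active = inhibition above about 40% at 20 µM, limit read from the data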;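 also: cells challenged with 10 nM apelin-13 agonist together with compound; plate controls were apelin-13 plus DMSO wells for no effect and DMSO wells lacking apelin-13 for full effect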
# CXCR6 inh: blocks human CXCR6 beta-arrestin recruitment. CHO-K1 PathHunter CXCR6 beta-arrestin, luminescence. inhibition, % at 20 µM. 360,000 tested, 0.36% active. AID 602244; in the data active = inhibition above about 34%, passing the limit was not always enough;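 also: antagonist mode with CXCL16 agonist at 10 nM final; 0% = 10 nM CXCL16 with DMSO and 100% = unstimulated wells without agonist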
# * marks the source's active call; other numbers are inactive results; . = no result given.
# The first 17 entries, to show the layout:
SMILES,APJ agonist,ATG4B inhibitor,CCR6 antag,UBC13 inh,EBI2 antag,Gli-Sufu block,APJ antagonist,CXCR6 inh
Cc1[nH]nc(Nc2ccc(O)cc2)c1[N+](=O)[O-],-4,-11,26,-13,3,-8,25,5
NC1=NC(=O)C(Cc2ccc(OC(F)(F)F)cc2)S1 (stereo unspecified),-4,-1,6,6,-10,8,-5,6
C#CCN(C(=O)c1ccc(OC2CCN(C(=O)CCOC)CC2)cc1)C1CCCCC1,0,21,8,-5,4,6,-31,-2
O=C(O)c1ccc2[nH]c3c(c2c1)CCCC3,3,6,-10,-2,5,-27,-7,-6
Cc1cc(=O)[nH]c(SCC(=O)Nc2ccccc2[N+](=O)[O-])n1,-5,-3,3,2,6,-4,-11,-9
Cc1[nH]n(-c2ccccc2)c(=O)c1N=Nc1ccc2c(c1)OCO2,-5,11,40,-72,18,-42,10,21
COc1ccc(CN2CCN(C(=O)c3ccc(CNS(=O)(=O)c4ccc(C)cc4)cc3)CC2)c(OC)c1OC,-1,-14,16,2,10,26,14,-6
CCCc1nnc(SCC(=O)N2CCCC(C)C2)n1CC1CCCO1 (stereo unspecified),3,-11,1,-3,11,-3,6,1
Fc1ccc(Nc2nc(N/N=C/c3ccco3)nc(N3CCCCC3)n2)cc1,-1,64*,13,-1,22,25,10,-3
Cc1ccc(S(=O)(=O)N2CCN(C(=O)COC(=O)CCOc3ccccc3C)CC2)cc1,-1,-16,12,0,-10,0,7,-4
O=C(CN1CCc2ccccc2C1)NCC(=O)Nc1ccc(F)cc1,-4,-9,0,19,-10,2,-1,1
CCOC(=O)c1c2ccc(OCC(=O)NN)cc2n2ccccc12,6,-13,-18,2,-10,-4,-91,-12
C/C(=N/NC(=O)c1cccnc1)C1=C(O)CC(C)(C)CC1=O,-1,-1,3,7,-2,6,6,-2
Cc1ccc(CSc2nnc(SCC(=O)N/N=C/c3ccccc3OCC(=O)O)s2)cc1,-4,-5,12,-9,-6,-34,1,-1
COc1ccc2oc(C(F)(F)C(F)F)cc(=O)c2c1,-1,4,10,14,-13,-15,10,5
O=C(NC(=O)c1cc(OCC(F)(F)F)ccc1OCC(F)(F)F)Nc1ccccc1,-1,-6,-1,3,16,4,-1,11
CC(C)CC[n+]1ccccc1/C=C/c1ccc(N(C)C)cc1,1,3,12,-329,-22,88*,19,12

# Results, previewed entries included:
SMILES,APJ agonist,ATG4B inhibitor,CCR6 antag,UBC13 inh,EBI2 antag,Gli-Sufu block,APJ antagonist,CXCR6 inh
Cc1[nH]nc(Nc2ccc(O)cc2)c1[N+](=O)[O-],-4,-11,26,-13,3,-8,25,5
NC1=NC(=O)C(Cc2ccc(OC(F)(F)F)cc2)S1 (stereo unspecified),-4,-1,6,6,-10,8,-5,6
C#CCN(C(=O)c1ccc(OC2CCN(C(=O)CCOC)CC2)cc1)C1CCCCC1,0,21,8,-5,4,6,-31,-2
O=C(O)c1ccc2[nH]c3c(c2c1)CCCC3,3,6,-10,-2,5,-27,-7,-6
Cc1cc(=O)[nH]c(SCC(=O)Nc2ccccc2[N+](=O)[O-])n1,-5,-3,3,2,6,-4,-11,-9
Cc1[nH]n(-c2ccccc2)c(=O)c1N=Nc1ccc2c(c1)OCO2,-5,11,40,-72,18,-42,10,21
COc1ccc(CN2CCN(C(=O)c3ccc(CNS(=O)(=O)c4ccc(C)cc4)cc3)CC2)c(OC)c1OC,-1,-14,16,2,10,26,14,-6
CCCc1nnc(SCC(=O)N2CCCC(C)C2)n1CC1CCCO1 (stereo unspecified),3,-11,1,-3,11,-3,6,1
Fc1ccc(Nc2nc(N/N=C/c3ccco3)nc(N3CCCCC3)n2)cc1,-1,64*,13,-1,22,25,10,-3
Cc1ccc(S(=O)(=O)N2CCN(C(=O)COC(=O)CCOc3ccccc3C)CC2)cc1,-1,-16,12,0,-10,0,7,-4
O=C(CN1CCc2ccccc2C1)NCC(=O)Nc1ccc(F)cc1,-4,-9,0,19,-10,2,-1,1
CCOC(=O)c1c2ccc(OCC(=O)NN)cc2n2ccccc12,6,-13,-18,2,-10,-4,-91,-12
C/C(=N/NC(=O)c1cccnc1)C1=C(O)CC(C)(C)CC1=O,-1,-1,3,7,-2,6,6,-2
Cc1ccc(CSc2nnc(SCC(=O)N/N=C/c3ccccc3OCC(=O)O)s2)cc1,-4,-5,12,-9,-6,-34,1,-1
COc1ccc2oc(C(F)(F)C(F)F)cc(=O)c2c1,-1,4,10,14,-13,-15,10,5
O=C(NC(=O)c1cc(OCC(F)(F)F)ccc1OCC(F)(F)F)Nc1ccccc1,-1,-6,-1,3,16,4,-1,11
CC(C)CC[n+]1ccccc1/C=C/c1ccc(N(C)C)cc1,1,3,12,-329,-22,88*,19,12
CCOC(=O)c1sc2c(c1C)c(=O)n(Cc1ccccc1)c(=O)n2CCN(C)C,-3,-11,14,10,3,11,7,6
CCOc1cccc(NC(=O)C2CCCN(S(=O)(=O)c3ccc(-n4cnnn4)cc3)C2)c1 (stereo unspecified),-1,-14,14,-2,-12,6,8,-12
CCOC(=O)c1cc(NC(=O)c2c(C)noc2C)cc(C(=O)OCC)c1,-3,-7,-4,10,14,-2,-4,-2
CCC(NC(=O)C1CCCC1)c1ccccc1 (stereo unspecified),-5,6,9,-2,2,-4,2,-7
CCN(CC)CCCNC(=O)c1cc2c(=O)n(CC)c3ccccc3c2s1,0,-8,8,42,4,30,7,-13
C=CCNc1nc2ccccc2c(=O)[nH]1,2,0,15,10,3,-6,3,0
O=c1[nH]nc(SCc2nc3ccccc3s2)n1C1CC1,-2,-5,8,11,6,-9,-3,2
O=C(Nc1ccc2nsnc2c1)N1CCCCCC1,8,-3,-2,-4,-4,-60,-23,10
CCOc1cc(C(c2c(C)[nH][nH]c2=O)c2c(C)[nH][nH]c2=O)ccc1OCc1ccc([N+](=O)[O-])cc1,0,-6,22,-4,24,4,12,4
O=C(COC(=O)C12CC3CC(CC(C3)C1)C2)NC12CC3CC(CC(C3)C1)C2,1,-16,36,2,-10,2,-12,2
CCN(CC)C(=O)CN(c1cc2c(cc1OC)oc1ccccc12)S(=O)(=O)c1ccccc1,-9,-13,40,-3,4,18,13,-9
COc1cccc2c1oc1c(SCc3nc4ccccc4[nH]3)nc(C)nc12,1,-13,15,3,22,9,8,6
O=c1cc(Cl)nc2ccccn12,.,-3,-2,.,-8,4,.,-4
CC(=O)c1cccc(CN2CCC(C(=O)Nc3ccc(-c4cccc(C)c4)cc3)CC2)c1,0,-11,20,17,-2,46,4,1
O=C(c1cccc(Cl)c1)N(Cc1cccs1)C1CCS(=O)(=O)C1 (stereo unspecified),10,1,3,2,-3,24,-3,7
CCN(CC)c1ccc(/C=N/NC(=O)CNC(=O)c2ccccn2)cc1,-2,-10,6,-11,3,-12,3,3
C[C@@H](C(=O)O)[C@H]1C[C@]1(C)[C@H](NC(=O)OCc1ccccc1)c1ccccc1,-1,-10,-4,-10,-12,-13,19,-8
O=C(N/N=C/c1ccc(N2CCCCC2)o1)c1ccccc1[N+](=O)[O-],2,-8,5,-11,-13,-3,-13,-4
COc1ccc(-c2cn[nH]c2-c2ccc(O)cc2O)cc1OC,-5,-4,6,5,-1,-9,5,0
Cc1ccc(NC(=O)C2CCCN(c3cnccn3)C2)c(C)c1 (stereo unspecified),7,-5,-6,1,-1,5,2,-5
c1ccc(Cc2nnc3n2N=C(c2ccccc2)CS3)cc1,-3,-1,0,3,-3,1,2,3
CN(C)S(=O)(=O)c1ccc(NC(=O)c2c(F)cccc2Cl)cc1,-3,-5,2,-6,17,3,21,0
Cc1ccc(NC(=O)c2cc(C)on2)cc1,1,-2,-1,2,-3,-51,8,-12

# An excerpt from above in order of SMILES length, low to high:
SMILES,APJ agonist,ATG4B inhibitor,CCR6 antag,UBC13 inh,EBI2 antag,Gli-Sufu block,APJ antagonist,CXCR6 inh
Cc1ccc(NC(=O)c2cc(C)on2)cc1,1,-2,-1,2,-3,-51,8,-12
Cc1ccc(NC(=O)C2CCCN(c3cnccn3)C2)c(C)c1 (stereo unspecified),7,-5,-6,1,-1,5,2,-5
Cc1ccc(S(=O)(=O)N2CCN(C(=O)COC(=O)CCOc3ccccc3C)CC2)cc1,-1,-16,12,0,-10,0,7,-4

# Later entries.
SMILES,APJ agonist,ATG4B inhibitor,CCR6 antag,UBC13 inh,EBI2 antag,Gli-Sufu block,APJ antagonist,CXCR6 inh
Cc1ccc(N(CC(=O)NC(C)c2ccccc2)S(=O)(=O)c2cccs2)cc1 (stereo unspecified),-5,-17,0,0,5,4,10,6
COc1cc(OC)cc(C(=O)N2CCC(N3CCN(c4ccccc4OC)CC3)CC2)c1,-3,-4,-6,-3,3,19,19,11
COCCCNC(=S)N1CCC(C(=O)c2ccc(Cl)cc2)CC1,-2,0,3,6,31,-23,10,-2
CC1=Nc2cc(C(=O)N3CCCCC3)ccc2Sc2ccc(C)cc21,-1,52*,9,-3,-7,10,5,7
CCC1(CC)NC(=O)N(CC(=O)OCC(=O)Nc2cc(C)ccc2C)C1=O,1,2,6,-26,1,-2,2,5
CC1CCCN(CC(=O)Nc2cc(S(=O)(=O)N3CCOCC3)ccc2N2CCCC2)C1 (stereo unspecified),1,5,10,14,4,4,3,9
COc1ccc(NC(=O)CCNS(=O)(=O)c2cccc3nonc23)c(OC)c1,0,-2,-10,9,-6,-19,-14,2
CC(Sc1ccsc1[N+](=O)[O-])C(=O)NCc1ccco1 (stereo unspecified),-3,9,5,-6,-1,-8,11,1
Nc1ncnc2nc(SCC(=O)Nc3ccccc3F)[nH]c12,-1,-3,3,22,-4,3,-2,-5
CC(C)Cc1nnc(NC(=O)CSc2nc(N)cc(=O)[nH]2)s1,-5,1,2,1,-10,3,3,-6
COCCCn1c(=O)c2ccccc2n(CC(=O)NC2CCCCC2)c1=O,2,0,10,5,-11,-7,4,4
COc1cc(CN2CCN(CCCc3ccccc3)CC2CCO)cc(OC)c1 (stereo unspecified),0,1,21,-8,-6,17,6,12
CC(=O)N(C(C)=O)N1C(=O)c2cccc3c(N4CCOCC4)ccc(c23)C1=O,-3,3,10,-49,6,-5,-8,-1
O=C(c1ccc2c(c1)OCO2)N1CCNc2ccccc2C1,-3,10,-9,-1,-11,-31,-4,3
CSc1nc2c(C)c(C)c(C)c(C)c2[nH]1,-1,-3,2,0,3,-7,-6,-4
Cc1cccc(C)c1OCc1cn(CC(=O)c2ccc(O)cc2)nn1,.,-12,25,.,14,-7,.,21
COc1ccc(C2c3c(oc4ccc(Cl)cc4c3=O)C(=O)N2CCN2CCOCC2)cc1 (stereo unspecified),-3,-8,6,-5,9,3,-14,5
CNC(=O)COC(=O)c1cc2c(s1)CCCC2,-2,-12,-4,8,-6,7,16,-5
CC(C)(C)c1cc(NC(=O)c2cccs2)no1,3,5,10,6,-4,-100,5,4
Cc1[nH]c2ccccc2c1C(=O)COC(=O)C(C)C,-5,-9,5,8,0,0,-3,-2
O=C(NCc1ccccc1Br)c1ccncc1,-2,-1,3,2,-5,3,15,6
COc1cc(C(=O)Nc2ccc3c(c2)Cc2cc(NC(=O)c4cc(OC)c(OC)c(OC)c4)ccc2-3)cc(OC)c1OC,-2,-1,0,-2,9,16,-18,0
CC(OC(=O)c1ccc(NC(=O)CC#N)cc1)C(=O)NC(=O)NC1CCCCC1 (stereo unspecified),0,2,14,-7,1,-3,1,1
COc1cc(C(=O)NNC(=O)Cc2ccc(S(=O)(=O)N3CCOCC3)s2)cc(OC)c1OC,0,-10,-19,-2,-6,4,-4,3
O=C(OCC(=O)N1CCOCC1)c1c(Cl)ccc(Cl)c1Cl,-4,-4,6,4,-8,-5,-23,1
O=C1CCCc2c1[nH]c1ccccc21,-5,-8,-14,-1,-9,-2,15,-7
O=C1NCCCC1C(=O)N/N=C/c1ccccc1[N+](=O)[O-] (stereo unspecified),-4,1,-8,6,-1,-1,16,2

# Screening data from PubChem BioAssay.
